Bim-Bcl-W – inhibitors of Bim-Bcl-W interaction, human; Q92843; bead-based flow cytometry, Bim peptide-Bcl-W binding; inhibition, % at 10 µM; 190,000 tested, 0.02% active; AID 952;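 further: 0% = bound tracer without compound and 100% = peptide blocker; higher means less fluorescent Bim peptide bound to Bcl-W beads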
Target sequence (Q92843 whole entry, looked up): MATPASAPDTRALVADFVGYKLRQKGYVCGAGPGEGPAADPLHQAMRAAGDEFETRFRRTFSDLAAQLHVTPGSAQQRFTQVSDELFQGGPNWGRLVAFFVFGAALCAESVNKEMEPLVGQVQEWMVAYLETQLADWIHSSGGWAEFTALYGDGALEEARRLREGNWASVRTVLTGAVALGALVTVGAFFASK
Bcl-2 Bim block – disrupts Bim peptide binding to human Bcl-2; P10415; Bead-based flow cytometry, Bim peptide-Bcl-2 binding; inhibition, % at 10 µM; 190,000 tested, 0.06% active; in the data active means inhibition above about 40%;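 further: 0% = no compound wells with probe peptide and 100% = reference peptide inhibitor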
Target sequence (P10415 whole entry, looked up): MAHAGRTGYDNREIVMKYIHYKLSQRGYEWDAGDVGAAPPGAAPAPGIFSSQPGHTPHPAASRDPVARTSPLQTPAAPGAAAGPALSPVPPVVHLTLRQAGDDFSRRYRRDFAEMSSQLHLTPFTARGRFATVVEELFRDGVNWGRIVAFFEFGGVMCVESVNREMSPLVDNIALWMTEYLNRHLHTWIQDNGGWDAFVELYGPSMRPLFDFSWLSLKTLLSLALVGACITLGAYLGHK
Bim-Bcl-XL – disrupts Bim peptide binding to human Bcl-XL. Q07817. bead flow cytometry, fluorescence. inhibition, % at 10 µM. 190,000 tested, 0.04% active. AID 1007
Rab7 wt modul – modulators of GTP binding to dog Rab7 wildtype GTPase; GST-Rab7 beads, fluorescent GTP binding, flow cytometry; actives lie on both sides; untreated = 100%, excess cold GTP = 0%; GTP binding activity (percent of control), % at 10 µM; 190,000 tested, 0.055% active; AID 758;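 active means fluorescent GTP binding to Rab7 beads changed by at least 20 points from the 100% baseline, either direction, mostly lower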;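 further: median green fluorescence of bound Bodipy-FL-GTP per Rab7 bead population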
Rac1 act GTP bind – human Rac1 activated mutant GTP binding change | percent activity (GTP binding), % at 10 µM | 190,000 tested, 0.11% active | P63000 | GST-Rac1 activated beads, fluorescent GTP binding, flow cytometry; actives lie on both sides; 100% means binding = to untreated wells;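 active means GTP binding at least 20 percentage points away from the 100% baseline, in either direction, so actives lie on both sides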
Bcl-B Bim block – inhibitors of Bim-Bcl-B interaction, human | Q9HD36 | bead-based flow cytometry, Bim peptide-Bcl-B binding | inhibition, % at 10 µM | 190,000 tested, 0.073% active | AID 951;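 further: 0% = tracer peptide without compound and 100% = reference inhibitor peptide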
Target sequence (Q9HD36 whole entry, looked up): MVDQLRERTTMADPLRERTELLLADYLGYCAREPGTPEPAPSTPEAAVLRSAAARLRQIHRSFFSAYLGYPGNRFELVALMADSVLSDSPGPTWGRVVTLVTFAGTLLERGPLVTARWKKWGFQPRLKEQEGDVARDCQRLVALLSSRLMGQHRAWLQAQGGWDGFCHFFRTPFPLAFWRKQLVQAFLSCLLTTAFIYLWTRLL
Rab2A wt mod – changes GTP binding to wildtype dog Rab2A, up or down. AID 760. GTP binding activity, % at 10 µM. GST-Rab2 wt beads, Bodipy-GTP binding, flow cytometry. P61105. 190,000 tested, 0.19% active;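 active means GTP binding activity at least 20 points away from 100%, either lowered or raised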;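 further: 0% = beads with excess unlabeled GTP and 100% = no-compound control corrected for plate trend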
HRas wt GTP bind – modulators of GTP binding to human HRas wildtype | AID 759 | GST-Ras wt beads, Bodipy-FL-GTP binding, flow cytometry; actives lie on both sides | 190,000 tested, 0.14% active | GTP binding activity, % at 10 µM | P01112;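 active means GTP binding activity at least 20% away from the 100% baseline, either lowered as inhibitor or raised as activator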;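 further: 0% = unlabeled GTP competition control and 100% = no-compound control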
Cdc42 wt – changes GTP binding to wildtype human Cdc42 | GST-Cdc42 beads, Bodipy-GTP binding, flow cytometry; actives lie on both sides | percent activity (GTP binding), % at 10 µM | 190,000 tested, 0.2% active | AID 761;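 active means percent activity GTP binding at least 20 points away from the 100% baseline, either down as inhibitor or up as activator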;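 further: median bead fluorescence of bound Bodipy-FL-GTP at 100 nM; 0% = excess unlabeled GTP control and 100% = no compound control; below 100% means less GTP binding so inhibitor and above means activator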
Target sequence (P60953 whole entry, looked up): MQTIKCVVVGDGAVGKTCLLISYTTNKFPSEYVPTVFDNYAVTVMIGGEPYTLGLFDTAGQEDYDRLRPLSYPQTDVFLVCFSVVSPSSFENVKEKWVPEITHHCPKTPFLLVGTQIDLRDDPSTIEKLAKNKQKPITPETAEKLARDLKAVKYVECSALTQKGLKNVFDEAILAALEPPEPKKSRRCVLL
Rac1 wt GTP bind – alters GTP binding to wildtype human Rac1. P63000. GST-Rac1 beads, fluorescent GTP binding, flow cytometry; actives lie on both sides; 0 = cold GTP competed, 100 = untreated. GTP binding activity (% of control), % at 10 µM. 190,000 tested, 0.27% active. AID 757;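 active means GTP binding activity at least 20 points away from the 100% control level, either lower or higher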
Bim-Bfl-1 – human Bim-Bfl-1 interaction inhibition; Q16548; Bead-based flow cytometry, Bim-Bfl-1 binding inhibition; inhibition, % at 10 µM; 190,000 tested, 0.12% active;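 further: 0% = wells without compound plus tracer and 100% = blocker peptide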
* hit, by the source's call. Unless noted, no stated cut-off is given here; in the data, active means inhibition above about 40%.

Bim-Bcl-W | Bcl-2 Bim block | structure | Bim-Bcl-XL | Rab7 wt modul | Rac1 act GTP bind | Bcl-B Bim block | Rab2A wt mod | HRas wt GTP bind | Cdc42 wt | Rac1 wt GTP bind | Bim-Bfl-1
4 | 1 | C=CCn1c(CCNC(=O)c2ccccc2F)nnc1SCC(=O)Nc1nc(C)cs1 | 2 | 102 | 96 | 3 | 106 | 100 | 104 | 91 | 3
-8 | -5 | Cc1ccc(-c2ccnc(=S)[nH]2)cc1 | -6 | 101 | 98 | -28 | 97 | 100 | 97 | 97 | 0
2 | 1 | O=S(=O)(O)c1nc2ccccc2n1Cc1ccccc1 | 2 | 97 | 94 | 2 | 98 | 98 | 97 | 98 | 1
1 | 0 | CN(Cc1ccccc1)c1ccc(S(=O)(=O)N2CCC(C(=O)O)CC2)cc1[N+](=O)[O-] | -1 | 101 | 97 | -2 | 99 | 98 | 97 | 103 | -1
-3 | -4 | CN(C[C@H](Cc1ccccc1)N(C[C@H](Cc1ccccc1)N(CCC(C)(C)C)N=O)N=O)N=O | -2 | 102 | 95 | -2 | 96 | 96 | 93 | 96 | -6
-6 | -9 | Cc1occc1C(=O)NNC(=O)Nc1ccc(F)cc1F | -3 | 100 | 102 | -2 | 101 | 102 | 106 | 104 | -2
-3 | 5 | Cc1ccc(C(=O)Nc2nc3ccc(S(C)(=O)=O)cc3s2)o1 | -11 | 96 | 97 | -6 | 99 | 101 | 102 | 105 | -1
3 | -4 | O=C(CCC(=O)c1cccs1)Nc1ccccc1F | -6 | 99 | 99 | -2 | 100 | 102 | 105 | 102 | -11
8 | 0 | O=Cc1ccccc1-n1cccn1 | 8 | 95 | 96 | 6 | 96 | 94 | 97 | 95 | 5
1 | 3 | Nc1ccccc1Sc1nc2ccccc2[nH]1 | -4 | 94 | 93 | -27 | 95 | 95 | 93 | 92 | 9
0 | 0 | CCOP(=O)(OCC)c1nc(-c2ccc(Cl)cc2Cl)oc1N1CCCCC1 | 0 | 97 | 95 | 0 | 96 | 95 | 94 | 95 | 1
0 | -6 | COc1ccc(-c2nnc(NC(=O)C(C)C)o2)cc1 | -6 | 98 | 99 | -4 | 101 | 100 | 105 | 105 | -12
3 | -1 | Cc1c(/C(O)=C2/C(=O)C(=O)N(CCN3CCOCC3)C2c2ccccn2)cnn1-c1ccccc1 (stereo not given) | -4 | 101 | 94 | -4 | 96 | 95 | 97 | 97 | -3
-1 | -4 | S=c1[nH]nc(CSc2nc3ccccc3s2)n1Cc1ccccc1 | 0 | 100 | 97 | -11 | 101 | 103 | 102 | 101 | -9
-4 | -2 | O=C(N1CCCC1)C12CC3CC(C1)CC(C(=O)N1CCCC1)(C3)C2 | -4 | 107 | 94 | -3 | 105 | 101 | 97 | 101 | -3
2 | 1 | COc1ccc(C(=O)Cc2nnc(C)s2)c(OC)c1 | 0 | 98 | 95 | 1 | 97 | 96 | 96 | 97 | 1
-5 | -2 | Cc1cc(NC(=O)CN2C(=O)NC3(CCC(C)CC3)C2=O)no1 (stereo not given) | -7 | 102 | 99 | -8 | 104 | 104 | 103 | 107 | 0
-1 | 0 | Nc1nccc(/C=C/c2c(F)cccc2Cl)n1 | -2 | 100 | 98 | -2 | 97 | 97 | 98 | 100 | -3
0 | -10 | CCSCc1nnc(SCC(=O)Nc2cccc(SC)c2)n1C | -8 | 92 | 94 | -9 | 96 | 96 | 100 | 97 | -13
1 | -3 | Cc1ccc(CNC(=O)Cn2cncn2)cc1 | -5 | 103 | 100 | -4 | 100 | 101 | 101 | 102 | -7
-3 | -3 | CCOc1ccc(C(=O)NCC(=O)Nc2ccc(N3CCOCC3)cc2)cc1OCC | -6 | 95 | 97 | 0 | 97 | 96 | 95 | 99 | -2
-1 | -9 | Cc1nc(-c2ccccc2)nc2[nH]c(C(C)C)cc(=O)c12 | -4 | 99 | 97 | -7 | 95 | 97 | 100 | 104 | -15
2 | -7 | COc1ccc(NC(=O)CSc2nnc(N)s2)cc1 | 0 | 102 | 100 | -5 | 101 | 104 | 102 | 101 | -14
0 | -6 | COc1ccc(C(=O)C(OC(=O)c2ccccc2)c2ccccc2)cc1 (stereo not given) | -5 | 103 | 98 | -6 | 103 | 103 | 103 | 110 | -7
-1 | 0 | Brc1cc2c(cc1/C=N/Nc1nc3ccccc3s1)OCO2 | -2 | 101 | 100 | 0 | 102 | 104 | 105 | 104 | 0
0 | 0 | C=C1CCC2C(C)(C)[C@H](O)CC[C@@]2(C)[C@@H]1COc1cc(=O)oc2ccccc12 (stereo not given in full) | -2 | 100 | 99 | -8 | 102 | 102 | 104 | 107 | 0
0 | 1 | CCN1/C(=C/c2ccc3ccc(C)cc3[n+]2CC)Sc2ccccc21 | -3 | 102 | 99 | -15 | 98 | 99 | 99 | 102 | 1
1 | 4 | Cc1onc(-c2ccccc2)c1C(=O)n1nnc2ccccc21 | -7 | 99 | 95 | 0 | 102 | 99 | 97 | 99 | 3
-2 | -3 | CCC(=O)NCCNc1ccc([N+](=O)[O-])cn1 | -5 | 102 | 100 | -9 | 101 | 100 | 101 | 105 | -10
1 | 1 | CC(C)(C)S(=O)c1cccs1 (stereo not given) | 3 | 105 | 97 | -1 | 104 | 106 | 100 | 102 | 0
0 | -10 | CCOc1ccc(N2C(=O)CSC23CCCCC3)cc1 | -3 | 101 | 99 | -6 | 100 | 101 | 102 | 109 | -16
-4 | -8 | CCN1CNC(=S)N(c2ccccc2OC)C1 | -8 | 102 | 101 | -13 | 102 | 101 | 102 | 104 | -12
5 | 8 | Cc1c(-c2ccccc2)cn2c1-c1ccc(C)n1CC2 | 12 | 98 | 95 | 15 | 97 | 96 | 97 | 97 | 7
1 | -2 | Cc1ccc(CNC(=O)Nc2ccc3c(c2)N(C)C(=O)CS3)cc1 | 0 | 91 | 97 | -5 | 94 | 96 | 95 | 99 | -5
0 | -6 | CC1(C)CC(=O)c2cnc(N3CCN(c4ccccc4)CC3)nc2C1 | -5 | 100 | 99 | -4 | 99 | 99 | 100 | 99 | -12
-2 | -8 | N#CC1=C(N)N(c2ccc(Oc3ccccc3)cc2)C(=O)C1 | -10 | 97 | 99 | -5 | 99 | 99 | 100 | 98 | -10
-2 | 7 | O=C(CSc1nnc(Cc2cccs2)n1C1CCCCC1)N1CCCc2ccccc21 | 4 | 101 | 97 | 3 | 100 | 99 | 100 | 106 | 11
7 | -4 | CN1CCN(S(=O)(=O)c2ccc(N3CCN(S(=O)(=O)c4cccs4)CC3)nc2)CC1 | -5 | 103 | 100 | -7 | 100 | 103 | 103 | 108 | -10
-3 | -2 | COc1ccc(NC(=O)c2cccc(-n3c(C)ccc3C)c2)c(OC)c1 | -5 | 100 | 101 | -7 | 101 | 102 | 102 | 107 | -1
0 | -5 | Cc1ccc(C(=O)COC(=O)C2CC(=O)N(c3nc(-c4ccccc4)cs3)C2)cc1C (stereo not given) | -4 | 91 | 88 | -6 | 87 | 91 | 91 | 90 | -13
0 | 0 | Oc1cccc(Nc2nc(NCC3CCCO3)c3ccccc3n2)c1 (stereo not given) | -3 | 105 | 100 | -2 | 104 | 103 | 105 | 103 | 0
3 | -1 | O=C(COC(=O)Cc1ccc(Br)cc1)NC1CCCCCC1 | 0 | 97 | 95 | 0 | 96 | 97 | 96 | 98 | -3
1 | -4 | O=C(COC(=O)c1cc(-c2ccco2)nc2ccccc12)NCc1ccc2c(c1)OCO2 | -1 | 104 | 97 | -4 | 97 | 98 | 99 | 102 | 0
-3 | 0 | CC(C)c1cccc(C(C)C)c1NC(=O)COC(=O)c1ccc2c(c1)S(=O)(=O)c1ccccc1C2=O | -6 | 96 | 100 | -5 | 95 | 99 | 94 | 101 | -1
-1 | -4 | Cn1c(CNS(=O)(=O)c2ccc(Br)cc2)n[nH]c1=S | -2 | 105 | 101 | -8 | 103 | 103 | 105 | 104 | 2
-4 | -2 | CCOCCCNC(=S)N(Cc1ccccc1)Cc1nc2ccccc2c(=O)[nH]1 | -6 | 103 | 102 | -14 | 102 | 103 | 101 | 105 | 3
-4 | 0 | CCOc1ccc(OCC)c(NC(=O)CSc2nnnn2CC)c1 | -6 | 92 | 93 | -5 | 96 | 93 | 94 | 97 | -1
2 | -8 | CCC(c1nnc(SCC(=O)NCCc2ccc(Cl)cc2Cl)o1)N(C)C (stereo not given) | -6 | 98 | 100 | -2 | 101 | 101 | 101 | 101 | -15
0 | 2 | Cc1ccccc1N1C(=O)C2ON(c3ccccc3)C(c3cccnc3)C2C1=O (stereo not given) | 2 | 98 | 100 | -2 | 100 | 98 | 101 | 106 | -1
0 | 2 | CCOC(=O)CC(=O)Nc1nnc(C(C)C)s1 | -1 | 99 | 98 | -2 | 100 | 100 | 101 | 102 | -9
0 | 0 | O=C(c1ccccc1F)N(Cc1nc2ccccc2c(=O)[nH]1)C1CCCC1 | -1 | 95 | 96 | -1 | 97 | 97 | 96 | 101 | -3
0 | -3 | O=C(NC1CCCCC1NC(=O)c1cccs1)c1cccs1 (stereo not given) | 0 | 98 | 98 | 0 | 101 | 101 | 102 | 98 | -1
4 | 7 | CN(C)C(=O)Cn1c(SCC(=O)Nc2ccc3c(c2)OCO3)nc2ccccc21 | -1 | 101 | 99 | 0 | 99 | 102 | 101 | 106 | 3

Bioassay records (PubChem)
